# GPR35 arrestin U2OS: GPR35 antagonists blocking zaprinast-driven arrestin recruitment, primary screen, imaging, U2OS, beta-arrestin-GFP, zaprinast agonist (AID 2058); G-protein coupled receptor 35 (Homo sapiens); U2OS GPR35 beta-arrestin-GFP translocation imaging, zaprinast antagonism; higher % means a stronger effect; inhibition, % at 10 µM; hits with a dose series show IC50 in µM; hit rate 0.052% among 290,000;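 active = inhibition of at least 50% with at least 30 cells and total cytoplasm GFP at most 10,000,000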
# West Nile antiviral: West Nile virus antiviral activity, cell-based, CPE readout (AID 1621) | West Nile virus-infected cells, CPE inhibition; higher % means a stronger effect | CPE inhibition, % at 10 µM, or IC50 in µM where a hit was titrated | hit rate 0.02% among 290,000; in the data active = a potency from the dose series; also: strong numbers were not always called active
# HIV fusion peptide: inhibitors of HIV fusion peptide binding, primary screen, biochemical, uHTS, fluorescence dequenching (AID 1986). inhibition, % at 20 µM, or IC50 in µM where a hit was titrated. hit rate 0.3% among 290,000. cell-free peptide binding, fluorescence dequenching, 30 min; higher % means a stronger effect; in the data active = inhibition mostly above about 52%, no sharp cut-off; inactive = mostly below about 76%; also: some results filed as inactive read as strong as hits
# NS5 inhibitors: Dengue-2 NS5 methyltransferase inhibitors, primary screen, biochemical, confirmation dose response (AID 588689). Genome polyprotein (Dengue virus type 2 (strain 16681-PDK53)). Dengue-2 NS5 methyltransferase capping enzyme assay, biochemical; higher % means a stronger effect. inhibition, % at 25 µM; hits with a dose series show IC50 in µM. hit rate 0.3% among 340,000; in the data active = a potency from the dose series
# KOR beta-arrestin-1: KOR antagonists, beta-arrestin recruitment, cell-based, luminescence, uHTS (AID 1778); Kappa-type opioid receptor (Homo sapiens); KOR beta-arrestin recruitment, luminescence, antagonist mode; higher % means a stronger effect; one-dose inhibition, % at 10 µM; IC50 in µM for titrated hits; hit rate 0.091% among 290,000; in the data active = inhibition above about 50%; also: strong numbers were not always called active
# KOR beta-arrestin-2: KOR agonists, beta-arrestin recruitment, primary screen, cell-based, luminescence, uHTS (AID 1777) | activation, % at 10 µM; hits with a dose series show EC50 in µM | hit rate 0.02% among 280,000 | KOR beta-arrestin recruitment, luminescence; higher % means a stronger effect; in the data active = activation above about 50%, passing the limit was not always enough; also: a part of the inactive calls stands beside numbers as strong as those of hits
# GPR55 activation: GPR55 agonists via beta-arrestin recruitment, primary screen, imaging, U2OS cells, beta-arrestin-GFP redistribution (AID 1961); activation, % at 10 µM; hits with a dose series show EC50 in µM; hit rate 0.048% among 290,000; U2OS GPR55 beta-arrestin-GFP redistribution imaging; higher % means a stronger effect; G-protein coupled receptor 55 (Homo sapiens);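 active = activation above 40% with more than 50 cells counted in the well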;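 also: U2OS osteosarcoma cells stably expressing GPR55 and beta-arrestin-GFP; plate controls were DMSO negative control for no effect and LPI positive control for full effect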
# NOD1 inhibition: NOD1 signaling inhibitors, primary screen, cell-based, luminescence, uHTS (AID 1578); one-dose inhibition, % at 4 µM; EC50 in µM for titrated hits; NOD1-driven NF-kB luciferase reporter cells, luminescence; higher % means a stronger effect; hit rate 1% among 290,000; in the data active = inhibition mostly above about 36%, no sharp cut-off; inactive = mostly below about 34%;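 also: HEK-293T reporter cells stimulated with the NOD1 agonist gamma-tri-DAP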
# GPR55 LPI antagonism: GPR55 antagonists blocking LPI-driven arrestin recruitment, primary screen, imaging, U2OS, beta-arrestin-GFP, LPI agonist (AID 2013); hit rate 0.13% among 290,000; G-protein coupled receptor 55 (Homo sapiens); inhibition, % at 10 µM; hits with a dose series show IC50 in µM; U2OS GPR55 beta-arrestin-GFP translocation imaging, LPI antagonism; higher % means a stronger effect;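 active = spots per cell inhibited over 60%, with over 100 cells counted and total cytoplasm intensity under 500,000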;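 also: U2OS cells stably carrying GPR55 and arrestin-GFP stimulated by 5 µM LPI near EC80; imaged beta-arrestin-GFP aggregate spots per cell after agonist stimulation; plate controls were LPI-stimulated DMSO wells for no effect and DMSO wells without LPI for full effect; some results filed as inactive read as strong as hits; confirmed hits need IC50 under 10 µM and bright autofluorescent wells are also inconclusive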
# NS5 inhibitors pilot replicate: further read-out of NS5 inhibitors, marked with its call; inhibition, %; measured here: pilot screen replicate inhibition
# * = called active by the depositor; . = no result given; [ ] = remark or other dose.
SMILES,GPR35 arrestin U2OS,West Nile antiviral,HIV fusion peptide,NS5 inhibitors,KOR beta-arrestin-1,KOR beta-arrestin-2,GPR55 activation,NOD1 inhibition,GPR55 LPI antagonism,others
O=C(O)c1ccc2c(c1)N(Cc1ccc(F)cc1)C(=O)c1ccccc1S2,-4%,0.8%,4.7%,-12%,-31%,6.3%,0.7%,-4%,8%,
CS(=O)(=O)N1CCC(C(=O)NCCN2CCN(Cc3ccccc3)CC2)CC1,12%,0.5%,1.9%,0%,-52%,1.7%,0.0%,-13%,4%,
CCC(C)[C@H]1COCCS(=O)(=O)N1Cc1ccc(Cl)cc1Cl (some centres undefined),-4%,-1.1%,0.3%,-5%,-41%[20 µM],0.3%,0.5%,-9%,9%,
CC(=O)Nc1ccc(C(=O)OCCc2ccccc2)cc1,-1%,-0.2%,-1.3%,5%,-29%,-0.8%,-0.1%,-74%,-13%,
Cc1cccc(NC(=O)Cn2c(=O)oc3cc(S(=O)(=O)N4CCCC4)ccc32)n1,-13%,0.6%,0.1%,-4%,-2%[20 µM],-5.5%,0.3%,-12%,2%,
CCNc1c(NS(=O)(=O)c2ccc(Cl)s2)c(=O)oc2ccccc12,-3%,0.0%,0.4%,-6%,-17%,-5.1%,-0.2%,-4%,-2%,
CC(C)N(Cc1cnn(C)c1)Cc1nc(-c2ccc(Cl)cc2)no1,-6%,-1.1%,2.3%,1%,-6%[20 µM],0.5%,-0.1%,-26%,-18%,
CCOC(=O)N1CCN(c2cc(=O)n(-c3cccc(Br)c3)c(=O)[nH]2)CC1,8%,0.4%,1.3%,3%,-19%,-2.2%,0.4%,-14%,6%,
Cc1ccc(NS(=O)(=O)c2ccc3c(c2)NC(=O)C(C)C(=O)N3)c(Cl)c1 (centres undefined),2%,-0.6%,1.4%,-2%,7%[20 µM],-3.6%,-0.1%,9%,-10%,
CCN(CC(=O)Nc1ccccc1Br)Cc1nc2ccccc2c(=O)[nH]1,4%,-0.3%,0.3%,5%,14%,-2.3%,-0.1%,29%,-5%,
CCOCC(=O)Nc1cccc(C(=O)OCC)c1,11%,0.3%,-2.8%,.,21%,-5.5%,0.2%,-11%,7%,
Cc1cc(F)ccc1S(=O)(=O)Nc1ccccc1C(=O)Nc1ccccc1N1CCOCC1,24%,-1.0%,7.5%,4%,-15%,-0.2%,0.6%,24%,-3%,
CC(Sc1n[nH]c(N)n1)c1nc2scc(-c3cccs3)c2c(=O)[nH]1 (centres undefined),10%,1.2%,-2.7%,1%,-67%,-4.4%,-0.1%,32%,13%,
O=C1CCc2cc(S(=O)(=O)N3CCN(c4cccc(Cl)c4)CC3)ccc2N1,4%,-0.2%,3.5%,-3%,-9%,1.0%,0.3%,44%,9%,
O=C(COC(=O)/C=C/c1ccc(S(=O)(=O)N2CCOCC2)cc1)NCc1ccccc1,17%,-0.2%,0.5%,-1%,-90%,4.8%,0.0%,-25%,-16%,
COC(=O)c1ccc(CN2CCC(CO)(CCOc3ccccc3)CC2)cc1,6%,-0.7%,0.2%,2%,-31%[20 µM],-1.1%,-0.1%,-15%,-31%,
CC1CCCC(NS(=O)(=O)c2cc3c(cc2Cl)NC(=O)CO3)C1C (centres undefined),9%,-1.4%,-0.9%,-4%,0%[20 µM],-6.4%,-0.3%,-2%,-2%,
O=C(COC(=O)c1cncc(Br)c1)NCc1ccccc1Cl,8%,0.3%,2.8%,1%,12%,1.7%,-0.2%,-1%,4%,
CCOc1ccc(C(C(=O)NCCC(C)C)N(CCO)C(=O)c2snc(C(N)=O)c2N)cc1 (centres undefined),-10%,-0.9%,-1.1%,0%,9%,-2.1%,0.2%,-23%,8%,
CCOc1nc(N2CCCCC2)nc(-n2cc(-c3ccccc3)nn2)n1,15%,0.0%,0.2%,1%,35%,3.4%,-0.1%,29%,12%,
C/C(=N\NC(=O)c1cccc2ccccc12)c1cccnc1,8%,0.3%,-1.5%,-5%,-2%,-4.0%,0.3%,-22%,14%,
O=C(O)CC(NC(=O)Cc1ccc([N+](=O)[O-])cc1)c1ccc2c(c1)OCO2 (centres undefined),8%,0.8%,-1.8%,2%,6%,4.7%,-0.6%,-6%,3%,
N#CC1=C(N)SC(N)=C(C#N)C1c1ccoc1,-3%,-0.3%,98%*,.,52%,-0.6%,-0.1%,-8%,-5%,
Clc1ccc(-n2nnnc2-c2ccccc2)cc1,20%,-0.8%,1.8%,-8%,1%,-5.1%,-0.2%,-17%,2%,
COc1ccccc1NC(=O)c1ccccc1S(=O)(=O)c1ccccc1[N+](=O)[O-],-2%,-0.2%,-1.5%,-1%,-4%,-3.8%,-0.1%,-18%,26%,

# Reprinted at random: three compounds from above, in no set order.
SMILES,GPR35 arrestin U2OS,West Nile antiviral,HIV fusion peptide,NS5 inhibitors,KOR beta-arrestin-1,KOR beta-arrestin-2,GPR55 activation,NOD1 inhibition,GPR55 LPI antagonism,others
CC(=O)Nc1ccc(C(=O)OCCc2ccccc2)cc1,-1%,-0.2%,-1.3%,5%,-29%,-0.8%,-0.1%,-74%,-13%,
CC1CCCC(NS(=O)(=O)c2cc3c(cc2Cl)NC(=O)CO3)C1C (centres undefined),9%,-1.4%,-0.9%,-4%,0%[20 µM],-6.4%,-0.3%,-2%,-2%,
CS(=O)(=O)N1CCC(C(=O)NCCN2CCN(Cc3ccccc3)CC2)CC1,12%,0.5%,1.9%,0%,-52%,1.7%,0.0%,-13%,4%,

# Back to the main list, starting three compounds before the break.
SMILES,GPR35 arrestin U2OS,West Nile antiviral,HIV fusion peptide,NS5 inhibitors,KOR beta-arrestin-1,KOR beta-arrestin-2,GPR55 activation,NOD1 inhibition,GPR55 LPI antagonism,others
N#CC1=C(N)SC(N)=C(C#N)C1c1ccoc1,-3%,-0.3%,98%*,.,52%,-0.6%,-0.1%,-8%,-5%,
Clc1ccc(-n2nnnc2-c2ccccc2)cc1,20%,-0.8%,1.8%,-8%,1%,-5.1%,-0.2%,-17%,2%,
COc1ccccc1NC(=O)c1ccccc1S(=O)(=O)c1ccccc1[N+](=O)[O-],-2%,-0.2%,-1.5%,-1%,-4%,-3.8%,-0.1%,-18%,26%,
CCOc1cccc(C2/C(=C(/O)c3ccc4c(c3)CC(C)O4)C(=O)C(=O)N2CCCn2ccnc2)c1 (centres undefined),3%,0.0%,-2.5%,-1%,-13%,-0.5%,-0.1%,-22%,5%,
Cc1nonc1CN(C)C(=O)CC1C(=O)NCCN1Cc1ccc(F)c(F)c1 (centres undefined),12%,0.4%,0.2%,.,18%,-2.4%,0.5%,-16%,1%,
O=C(CCC1CCCN(C(=O)c2ccc3c(c2)OCCO3)C1)NCc1ccccc1F (centres undefined),14%,-0.7%,-1.1%,-5%,-4%,-3.5%,-0.3%,-13%,9%,
COc1ccc(N=C2SC(CC(=O)Nc3ccccc3)C(=O)N2CCN2CCOCC2)cc1 (centres undefined),-3%,0.0%,-0.2%,-3%,4%,-4.1%,0.1%,-36%,8%,
CCOC(=O)c1sc2nc3c(cc2c1N)COC(C(C)C)C3 (centres undefined),-6%,0.0%,-2.7%,6%,21%,-2.8%,-0.1%,-5%,4%,NS5 inhibitors pilot replicate=1.8
CC(C)c1ccc(OC(=O)c2cccc(S(=O)(=O)N3CCN(C)CC3)c2)cc1,13%,1.1%,-1.9%,-5%,-9%,4.5%,-0.1%,-17%,12%,
CC1CN(CC(O)COC(c2ccc(Cl)cc2)c2ccc(Cl)cc2)CC(C)O1 (centres undefined),12%,-1.8%,-0.3%,1%,-23%,3.1%,0.2%,1%,11%,
CCC(=O)N(C1=C(NC(C)C)C(=O)c2ccccc2C1=O)C(C)C,13%,0.3%,-2.4%,2%,1%,-4.0%,-0.3%,5%,-4%,
CCCc1nnc2n1N=C(c1ccc(OC)c(OC)c1)CS2,-8%,0.6%,-1.1%,-1%,-24%,-5.8%,-0.5%,-14%,-8%,
CC1CCCC(NC(=O)CN(C)S(=O)(=O)c2cnc[nH]2)C1C (centres undefined),5%,0.8%,-1.1%,-2%,-1%,-0.6%,0.1%,-21%,13%,
O=C(Nc1cc2c(cc1Cl)OCCO2)c1ccco1,-8%,-0.6%,-1.2%,-5%,13%,-4.7%,-0.4%,-14%,8%,
c1ccc(Cn2ncc3c2ncn2c(-c4ccncc4)nnc32)cc1,-1%,.,0.6%,.,-34%,0.5%,-0.2%,-8%,-10%,
COc1ccc(NC(=O)CN2C(=O)/C(=C3\SC(=S)N(C4CCS(=O)(=O)C4)C3=O)c3ccccc32)cc1 (centres undefined),-6%,1.3%,-3.2%,.,-20%,6.8%,-0.2%,4%,3%,
COc1ccccc1N1CCN(S(=O)(=O)c2ccc3c(c2)NC(=O)C(C)S3)CC1 (centres undefined),-8%,1.1%,0.7%,-13%,-10%,1.3%,-0.4%,-4%,-4%,
CCOC(=O)CC1C(=O)NCCN1C(=O)c1c(F)cccc1F (centres undefined),14%,0.1%,1.9%,-9%,-1%,-0.1%,0.5%,-20%,-7%,
Cc1cccc(NC(=O)c2cc[n+]([O-])cc2)c1C,1%,0.1%,0.1%,6%,-22%,3.7%,0.2%,-31%,2%,
CCCCNC(=O)CNC(=S)N(Cc1ccccc1)Cc1cccs1,-6%,-1.2%,-0.7%,-2%,-8%,1.1%,1.0%,-13%,6%,
COc1ccc(/C=N/NC(=O)c2cc(-c3cccnc3)nc3ccccc23)c(OC)c1,-5%,0.4%,-1.6%,7%,-25%,-1.4%,-0.4%,-14%,5%,
CCSCCOC(=O)C1=C(C)NC2=C(C(=O)CCC2)C1c1coc2ccccc2c1=O (centres undefined),0%,0.3%,1.1%,-4%,-10%,-4.2%,0.9%,-19%,4%,
CC1CN(C(=O)c2ccc(CNS(=O)(=O)c3cccc(Cl)c3)cc2)CC(C)O1 (centres undefined),-7%,-1.0%,-1.0%,-3%,24%,-2.9%,0.0%,-11%,-8%,
O=C(CSc1nc(-c2ccc(Cl)cc2)cs1)Nc1cccc([N+](=O)[O-])c1,5%,-1.0%,-1.6%,2%,-12%,2.3%,-0.1%,8%,1%,
CCOc1ccc(Nc2nc(Cc3nnc(SCC(N)=O)o3)cs2)cc1,0%,-0.1%,1.7%,-1%,-22%,-1.5%,-0.1%,-26%,1%,
CCC(=O)N1CCc2cc(S(=O)(=O)NCCC(=O)N3CCN(Cc4ccccc4)CC3)ccc21,-4%,-0.9%,0.8%,-5%,8%,-3.5%,0.0%,8%,20%,
COc1ccccc1NC(=O)CN1CCN(CC(=O)Nc2ccc(OCc3ccccc3)cc2)CC1,0%,0.7%,2.5%,-3%,-19%,7.8%,-0.1%,-14%,15%,
COC(=O)c1cc2c(=O)c3ccccc3oc2nc1C,-8%,0.7%,-1.0%,5%,7%,-0.8%,-0.1%,-18%,8%,
O=C(Nc1nc2ccccc2[nH]1)c1ccccc1,6%,0.1%,-0.5%,8%,-8%,-4.3%,0.2%,27%,-2%,

# Source: PubChem (several laboratories)

# A portion of the library; the hit share may differ from the screen's.
